tim23-1 inh = growth inhibitors of tim23-1 mutant yeast, primary screen, luminescence, uHTS | S. cerevisiae tim23-1 growth, BacTiter-Glo luminescence, 24 h | inhibition, % at 20 µM | 330,000 compounds, 1.3% hits | AID 463212, 2010;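 active means growth inhibition of the mutant yeast at or above 50%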;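 further: temperature-sensitive mutant grown at 25 °C; plate controls were DMSO-treated mutant yeast for no effect and medium wells lacking yeast for full effect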
MIN6 prolif = inducers of MIN6 beta-cell proliferation, primary screen, ATP luminescence, uHTS. AID 2380, 2010. proliferation, % at 10 µM. MIN6 cells proliferation, ATPlite luminescence, 48 h; cells starved in 0.2% serum; 100% = growth in 10% serum. 330,000 compounds, 0.29% hits;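 active means compounds whose signal lies at least 3.5 SD above the mean of all wells on their plate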;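 further: 0% = DMSO-treated cells in low-serum medium and 100% = 10% serum control; some compounds called inactive have numbers as strong as hits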
APJ antag = antagonists of human apelin receptor APJ, primary screen, CHO-K1 cells, beta-arrestin complementation, luminescence; 330,000 compounds, 0.32% hits; AID 2521, 2010; inhibition, % at 20 µM;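 active means inhibition above about 40% at 20 µM, limit read from the data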;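 further: cells challenged with 10 nM apelin-13 agonist together with compound; plate controls were apelin-13 plus DMSO wells for no effect and DMSO wells lacking apelin-13 for full effect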
Target sequence (P35414 whole entry, looked up): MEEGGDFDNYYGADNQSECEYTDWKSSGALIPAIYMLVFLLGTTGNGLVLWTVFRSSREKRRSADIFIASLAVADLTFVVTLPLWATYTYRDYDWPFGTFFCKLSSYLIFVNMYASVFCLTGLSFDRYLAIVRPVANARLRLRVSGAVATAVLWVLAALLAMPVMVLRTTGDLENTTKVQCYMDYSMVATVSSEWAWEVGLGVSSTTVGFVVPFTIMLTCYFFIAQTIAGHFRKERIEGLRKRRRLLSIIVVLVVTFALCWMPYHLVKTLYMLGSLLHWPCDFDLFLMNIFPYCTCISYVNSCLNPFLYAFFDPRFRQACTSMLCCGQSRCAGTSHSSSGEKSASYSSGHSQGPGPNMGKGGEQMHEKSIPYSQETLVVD
NALP3 yeast inh = NALP3 inflammasome inhibitors in reconstituted yeast, primary screen, luminescence, uHTS | Yeast reconstituted NLRP3/ASC/caspase-1, beta-gal luminescence, 24 h | 330,000 compounds, 0.39% hits | inhibition, % at 10 µM;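 active means inhibition of 50% or more; inactive means inhibition below 50%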;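 further: plate controls were induced DMSO wells for no effect and uninduced yeast grown without galactose for full effect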
APJ agonist = agonists of human apelin receptor APJ, primary screen, CHO-K1 cells, PathHunter beta-arrestin, luminescence; P35414; 0% DMSO wells, 100% apelin; activation, % at 20 µM; 330,000 compounds, 0.11% hits; AID 2520, 2010;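 active means activation more than six SD over the plate average, tested at 20 µM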;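 further: 0% = DMSO alone and 100% = apelin-13 at 10 nM; some results filed as inactive read as strong as hits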
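Assay system: engineered CHO-K1 APJ arrestin reporter cells; Amount: 1000 CHO-K1 reporter cells seeded per well; Dosing: one dose, 20 µM compound, 1% DMSO; Times: compound stimulation 90 min at 25 °C, detection 60 min; Measured by: luminescent beta-gal fragment complementation, chemiluminescent substrate; Read-out: APJ–arrestin association signal; Controls: DMSO vs Apelin-13 10 nM.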
MPTP inh = mitochondrial permeability transition pore inhibitors, primary screen, biochemical, isolated mouse mitochondria, absorbance; Ca2+ swelling absorbance, 30 min; inhibition, % at 10 µM; 360,000 compounds, 1.4% hits; AID 602449, 2012;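 active means inhibition of 50% or more, scaled per plate between neutral and stimulator controls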;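 further: 0% = DMSO wells given calcium and 100% = 1 mM EGTA wells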
TIM10 inh = growth inhibitors of isogenic TIM10 control yeast, primary screen, counter-screen for tim10-1 yeast inhibitor project, luminescence, uHTS; 330,000 compounds, 1.4% hits; S. cerevisiae TIM10 strain growth, BacTiter-Glo luminescence, 24 h; AID 463195, 2010; inhibition, % at 10 µM;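 active means inhibition of 40% or more at the single tested concentration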;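 further: wild-type TIM10 isogenic control strain grown at permissive 25 °C; 0% = DMSO yeast wells and 100% = minimal medium wells without yeast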
GRIN3A LBD mod = binders of NR3A ligand-binding domain, primary screen, biophysical, differential scanning fluorimetry, uHTS; Glutamate receptor ionotropic, NMDA 3A (GRIN3A) ligand-binding domain; NR3A LBD differential scanning fluorimetry, Tm shift; 0% = protein alone, 100% = glycine-bound protein; Tm shift relative to glycine control, % at 25 µM; 340,000 compounds, 2.5% hits;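 active means melting temperature shift of at least 10% of the positive control shift, at one fixed dose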
tim10-1 inh = growth inhibitors of tim10-1 mutant yeast, primary screen, luminescence, uHTS; S. cerevisiae tim10-1 ts strain growth, BacTiter-Glo, 24 h; inhibition, % at 20 µM; 330,000 compounds, 2.2% hits;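 active means inhibition of at least 40%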;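 further: mutant grown at 25 °C; 0% = DMSO wells with yeast and 100% = wells holding no yeast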
* marks the source's active call; other numbers are inactive results. The order is random (roughly 7.2% active in at least one column).

compound	tim23-1 inh	MIN6 prolif	APJ antag	NALP3 yeast inh	APJ agonist	MPTP inh	TIM10 inh	GRIN3A LBD mod	tim10-1 inh
CC(C)(C)NC(=O)c1ccc2c(c1)N(CC(=O)N1CCN(c3ccccc3F)CC1)C(=O)C(C)(C)O2	17	-2	5	-8	-3	1.2	2	-1	3
CCc1ccccc1N(CC(=O)NC1CCCCC1)C(=O)CNC(=O)c1ccco1	18	-2	9	7	0	0.4	-10	-3	12
CCOc1cc(S(=O)(=O)n2nc(C)cc2C)ccc1Br	12	-1	-26	33	-2	-0.2	-3	2	27
COC(=O)c1[nH]c2cccc(OC)c2c1NC(=O)CN1CC2(C)CC1CC(C)(C)C2 (centres undefined)	14	-3	-25	14	-3	0.3	11	1	20
CCSC(=O)CCCCCCCCCCCO	26	0	16	49	-1	0.5	15	6	40*
CC1(C)S[C@@H]2C(C(=O)OCc3ccccc3)NC(=O)N2C1C(=O)OCc1ccccc1 (some centres undefined)	15	-3	-3	12	-3	0.9	23	1	30
CCCCCOc1ccc(C(=O)OC(C)C(=O)NCc2ccco2)cc1 (centres undefined)	33	-4	-14	32	6	2.8	25	5	32
Cc1cc(CCC(=O)O)c(C)cc1CCC(=O)O	2	-1	6	4	-4	-12	1	-1	-1
CCN(CC)c1ccc(Nc2nc(-c3cccnc3)cs2)cc1	30	-2	-50	34	8	-1.1	2	-2	49*
Cc1ccnc(NS(=O)(=O)c2ccc(NS(=O)(=O)c3cccs3)cc2)n1	5	0	7	0	-2	-3.0	17	2	5
C[C@@H]1O[C@@H](O[C@H]2[C@H](O)[C@@H](O)[C@H](Oc3c(-c4ccc(O)cc4)oc4cc(O)cc(O)c4c3=O)O[C@@H]2CO)[C@H](O)[C@H](O)[C@H]1O	14	-2	16	17	-5	-1.1	3	-5	-5
O=C(CN1CCCCC1)NC(=O)NC1CCCC1	-12	0	-4	13	0	-2.0	-1	2	7
CC(=O)Nc1ccc(C(=O)CSc2nnc(Cc3ccccc3)o2)cc1	20	1	4	-4	-5	-2.2	-19	-13	18
Cc1ccc(SCCC(=O)N/N=C/c2cccnc2)cc1	-4	0	3	-1	-1	0.8	-12	-1	-60
COc1ccc(Cl)cc1S(=O)(=O)N1CCC(C(=O)N2CCOCC2)CC1	-2	-4	7	11	-3	0.9	-6	0	-11
N/C(=N\c1nc2ccccc2o1)NC(=O)c1ccc(Cl)cc1	14	-2	10	16	-1	1.1	15	2	7
COCCC1CCCCN1C(=O)c1cccc(OC2CCN(C3CCCC3)CC2)c1 (centres undefined)	5	-3	7	-1	1	-1.2	-9	0	22
Cc1ccc(N/C(N)=N/c2nc(C(F)(F)F)cc(C(F)(F)F)n2)cc1	5	-5	8	16	-3	1.0	13	-7	14
CCN(CC)CCNC(=O)c1cc2cc3ccc(OC)cc3nc2o1	-5	2	10	6	-2	1.3	23	0	0
O=C(CSc1nc2ccccc2[nH]1)c1ccco1	5	-2	-5	24	4	-0.6	-1	1	-10
CCc1cc(-c2n[nH]c(=S)n2Cc2ccccc2)cs1	39	1	15	23	-6	-1.3	44*	2	42*
CC(O)c1nc2c(c(=O)n(C)c(=O)n2C)n1C (centres undefined)	2	-2	-6	11	-5	0.8	4	0	-9
COc1ccc(C(=O)Nc2nc3ccccc3[nH]2)cc1	60*	-4	1	51*	1	-0.1	24	2	-38
O=c1cc(-c2ccc(F)cc2)[nH][nH]1	1	2	3	11	0	0.9	-5	-3	8
O=C(Nc1nc(-c2cccs2)cs1)c1ccco1	22	-1	7	15	-4	-0.4	12	-1	24
CCC(C(=O)OCC(=O)NC1CCS(=O)(=O)C1)c1ccccc1 (centres undefined)	-10	-1	4	17	-3	-0.4	15	-1	-13
CCCn1c(=N)c(S(=O)(=O)c2ccc(F)cc2)cc2c(=O)n3cccc(C)c3nc21	47	-3	18	21	-5	0.2	10	0	10
COc1ccc(-c2noc(CN(C(=O)c3cccs3)C(C)C)n2)cc1	34	1	23	27	-2	-1.9	10	-3	28
O=C(c1ccc(Cl)cc1)C1CCCN(Cc2cnn(-c3ccccc3)c2)C1 (centres undefined)	3	-4	-25	46	0	6.2	16	-1	5
COC(=O)c1c(NC(=O)CSc2nc3ccccc3c(=O)n2-c2ccccc2)sc(C)c1C	14	-1	17	4	-3	1.6	25	-1	22

4 entries already listed, sorted by SMILES length, ascending.
compound	tim23-1 inh	MIN6 prolif	APJ antag	NALP3 yeast inh	APJ agonist	MPTP inh	TIM10 inh	GRIN3A LBD mod	tim10-1 inh
O=C(Nc1nc(-c2cccs2)cs1)c1ccco1	22	-1	7	15	-4	-0.4	12	-1	24
COCCC1CCCCN1C(=O)c1cccc(OC2CCN(C3CCCC3)CC2)c1 (centres undefined)	5	-3	7	-1	1	-1.2	-9	0	22
O=C(c1ccc(Cl)cc1)C1CCCN(Cc2cnn(-c3ccccc3)c2)C1 (centres undefined)	3	-4	-25	46	0	6.2	16	-1	5
CCc1ccccc1N(CC(=O)NC1CCCCC1)C(=O)CNC(=O)c1ccco1	18	-2	9	7	0	0.4	-10	-3	12

Record cards (already shown).
Entry for `O=c1cc(-c2ccc(F)cc2)[nH][nH]1` = tim23-1 inh = 1; MIN6 prolif = 2; APJ antag = 3; NALP3 yeast inh = 11; APJ agonist = 0; MPTP inh = 0.9; TIM10 inh = -5; GRIN3A LBD mod = -3; tim10-1 inh = 8
Entry for `CC(C)(C)NC(=O)c1ccc2c(c1)N(CC(=O)N1CCN(c3ccccc3F)CC1)C(=O)C(C)(C)O2` = tim23-1 inh = 17; MIN6 prolif = -2; APJ antag = 5; NALP3 yeast inh = -8; APJ agonist = -3; MPTP inh = 1.2; TIM10 inh = 2; GRIN3A LBD mod = -1; tim10-1 inh = 3
Entry for `COCCC1CCCCN1C(=O)c1cccc(OC2CCN(C3CCCC3)CC2)c1` (centres undefined) = tim23-1 inh = 5; MIN6 prolif = -3; APJ antag = 7; NALP3 yeast inh = -1; APJ agonist = 1; MPTP inh = -1.2; TIM10 inh = -9; GRIN3A LBD mod = 0; tim10-1 inh = 22

The list continues:
compound	tim23-1 inh	MIN6 prolif	APJ antag	NALP3 yeast inh	APJ agonist	MPTP inh	TIM10 inh	GRIN3A LBD mod	tim10-1 inh
NC(=O)CSc1nc2c(c(=O)n1-c1ccccc1)C1(CCCCC1)Cc1ccccc1-2	11	-6	-20	-8	0	2.9	13	-18	6
Cc1cc(S(=O)(=O)Nc2ccc(C(=O)N3CC(C)OC(C)C3)cc2)ccc1F (centres undefined)	1	-1	11	5	-1	1.7	-1	0	-1
COC(=O)Cc1c(C)c2cc(Cl)c(OC(=O)c3ccco3)cc2oc1=O	11	-1	5	-2	-4	1.4	54*	3	23
CC(C)C(C(=O)NCc1ccco1)N(CC1CCCO1)C(=O)CNS(=O)(=O)c1ccccc1 (centres undefined)	-6	-2	9	2	-3	1.5	13	-1	10
COc1ccc(C(=O)OCC(=O)NC(=O)NCc2ccccc2)cc1[N+](=O)[O-]	3	2	-6	21	-2	-1.6	2	0	6
O=C(NCc1cc(C(F)(F)F)cc(C(F)(F)F)c1)C1CC(c2ccccc2F)=NO1 (centres undefined)	-5	-3	-5	14	5	1.7	-2	-11	-11
COc1ccc(CCNC(=O)CN(CCc2ccccc2)S(C)(=O)=O)cc1OC	16	0	-30	8	-4	0.2	16	-2	2
CC(=O)N=c1c(C#N)cc2c(=O)n3ccccc3nc2n1CCCOC(C)C	8	0	15	-10	-1	-0.4	19	0	18
O=c1[nH]c(-c2cccnc2)nc2sc(-c3ccccc3)cc12	9	-5	-5	12	-3	1.0	2	-1	14
Cc1cc(N2CCCC2=O)ccc1S(=O)(=O)NC1CCCCC1	11	1	3	26	-2	0.7	15	-2	-3
COc1ccc(OC)c(CNC(=O)C2CCCN(S(=O)(=O)N3CCC(C)CC3)C2)c1 (centres undefined)	1	-2	22	16	-5	-1.9	5	3	15
Cc1ccc2nc(-c3ccncc3)[nH]c2c1	15	-1	15	23	-1	0.0	-5	0	1
CC(=O)c1ccc(NC(=O)CCC(=O)OCC(F)(F)C(F)F)cc1	8	-1	-1	5	-2	1.7	-7	0	8
Cc1sc2nc(CSC(C)C(=O)NC3(C#N)CCCCC3)[nH]c(=O)c2c1C (centres undefined)	3	-4	21	13	-6	-0.7	4	2	12
COc1ccc(CC(=O)Nc2nc(-c3ccc(OC)c(OC)c3)cs2)cc1OC	14	3	-8	15	6	6.2	-24	0	9
Cc1cccc(-c2n[nH]c(=S)n2Cc2ccccc2)c1	23	6.3*	-1	13	6	-6.5	41*	2	38
Cc1nc(-c2ccc(S(=O)(=O)NCc3cccnc3)s2)cs1	6	0	11	21	4	18	6	-1	10
O=C(CC1CCCCC1)N1CCC(c2nc(-c3ccc(S(=O)(=O)N4CCCC4)cc3)no2)CC1	15	-3	-4	17	-2	14	18	-18	24
O=C(N/N=C/C=C/c1ccco1)c1cnccn1	-6	-2	11	28	-3	-1.1	6	2	-18
